Apoferritin bind: candidate novel general anesthetic via apoferritin binding. AID 485281. 350,000 compounds, 0.074% hits. apoferritin/1-aminoanthracene competitive binding, fluorescence. P02791. Potency, µM (series often up to 77.5 µM), for the others: at the top dose activity change, negative = displacement, hits mostly inhibitors; also: potency is read from the fitted curve at half-maximal effect; % is scaled to controls: 0 for no effect and ±100 for the full control effect; nearly all actives have a fitted effect of over 20% in size
Target sequence (P02791 2-175 limits assumed): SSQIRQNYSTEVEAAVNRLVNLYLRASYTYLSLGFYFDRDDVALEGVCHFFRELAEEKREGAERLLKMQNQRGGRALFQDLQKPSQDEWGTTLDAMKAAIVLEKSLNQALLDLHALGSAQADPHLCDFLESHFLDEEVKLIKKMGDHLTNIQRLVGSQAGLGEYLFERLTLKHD
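Horse-spleen apoferritin (10 uM) in 50% saturated 1-aminoanthracene in PBS was incubated 10 min at room temperature with compound. Fluorescence (ex 380, em 535 nm) was normalized to free and bound 1-AMA, with concentration-response fitted by a four-parameter Hill equation.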
APE1 inh: APE1 (human) endonuclease inhibition; AID 2517; Potency, µM (top dose mostly 65.8 µM), without a hit: at the top dose activity change, negative = inhibition, usual class: inhibitors; 350,000 compounds, 0.35% hits; recombinant APE1, TAMRA/BHQ-2 abasic DNA cleavage fluorescence;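 also: potency is read from the fitted curve at half-maximal effect; plate controls were vehicle for no effect and reference inhibitor for full effect; nearly all actives have a fitted effect of over 55% in size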
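Compound pre-exposure to 0.75 nM APE1, 15 min at ambient temperature. Reaction initiated with 50 nM TAMRA/BHQ-2 THF substrate, read immediately in kinetic mode, 525 nm excitation, 598 nm emission.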
12-LOX inh: ALOX12 (human) lipoxygenase inhibition. 580,000 compounds, 1.1% hits. Potency, µM (top dose mostly 108 µM), for inactives: top-dose activity change, negative = inhibition, usual class: inhibitors. purified 12hLO, xylenol orange hydroperoxide absorbance. P18054; also: potency is read from the fitted curve at half-maximal effect; % is scaled to controls: 0 for no effect and ±100 for the full control effect
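Purified human 12hLO at 150 nM in 25 mM Hepes, 0.01% Triton X-100, pH 7.0, preincubated 15 min at room temperature with compound. Reaction started with 40 uM arachidonic acid, 30 min at room temperature. Hydroperoxide measured by Fe-xylenol orange, 573/405 nm absorbance ratio.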
TRHR ag: TRH receptor (human) agonism; TRHR cells, calcium flux fluo-8, FDSS agonist mode; activation, % at 2 µM; 360,000 compounds, 0.18% hits; in the data active = activation above about 30%; also: 0% is about no effect
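Fluo-8-loaded TRHR cells; 10 s baseline, compound added, kinetic Ca2+ fluorescence read 1/s, agonist mode.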
BLM helicase inh: Bloom syndrome helicase (human) inhibition; recombinant BLM DNA unwinding, fluorescence dequenching; Potency, µM (top dose mostly 56.1 µM), inactives show top-dose activity change, negative = inhibition, most hits filed as inhibitors; AID 2528; P54132; 350,000 compounds, 0.2% hits;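 also: potency is read from the fitted curve at half-maximal effect; plate controls were vehicle for no effect and no enzyme for full effect; nearly all actives have a fitted effect of over 35% in size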
POLK inh: inhibitors of human DNA polymerase kappa; purified Pol kappa, fluorescent DNA synthesis assay, 10 min; Potency, µM (titrated, usually from 107 µM), inactives show top-dose activity, negative = inhibition, usual class: inhibitors; 400,000 compounds, 0.53% hits; also: potency is read from the fitted curve at half-maximal effect; % is scaled to controls: 0 for no effect and ±100 for the full control effect
Target sequence (Q9UBT6 whole entry, looked up): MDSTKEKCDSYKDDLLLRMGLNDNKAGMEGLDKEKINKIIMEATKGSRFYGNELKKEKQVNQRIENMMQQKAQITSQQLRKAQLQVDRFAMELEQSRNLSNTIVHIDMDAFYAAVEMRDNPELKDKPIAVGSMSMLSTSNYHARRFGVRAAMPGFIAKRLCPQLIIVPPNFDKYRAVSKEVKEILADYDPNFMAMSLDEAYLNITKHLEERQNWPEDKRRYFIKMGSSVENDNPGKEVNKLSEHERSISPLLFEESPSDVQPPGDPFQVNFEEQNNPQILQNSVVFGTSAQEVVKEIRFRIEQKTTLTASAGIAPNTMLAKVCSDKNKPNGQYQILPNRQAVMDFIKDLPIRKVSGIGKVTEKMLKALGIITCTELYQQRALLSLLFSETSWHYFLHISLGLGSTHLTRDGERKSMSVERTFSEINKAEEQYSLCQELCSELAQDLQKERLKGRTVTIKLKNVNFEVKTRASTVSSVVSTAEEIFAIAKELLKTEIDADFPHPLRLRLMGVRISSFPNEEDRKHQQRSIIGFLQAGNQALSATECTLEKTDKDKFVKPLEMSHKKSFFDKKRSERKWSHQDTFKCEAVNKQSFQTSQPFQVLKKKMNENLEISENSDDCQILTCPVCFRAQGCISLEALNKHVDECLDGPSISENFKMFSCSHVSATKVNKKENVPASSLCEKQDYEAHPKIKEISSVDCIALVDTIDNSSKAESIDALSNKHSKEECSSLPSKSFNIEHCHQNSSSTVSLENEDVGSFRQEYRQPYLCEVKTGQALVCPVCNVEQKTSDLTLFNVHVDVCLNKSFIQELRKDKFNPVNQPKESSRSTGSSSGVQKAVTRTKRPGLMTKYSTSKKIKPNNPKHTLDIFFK
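Kinetic fluorescence screen: compound preincubated 15 min RT with 10 nM enzyme; 50 nM substrate (final) initiates; reads at 0/10 min.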
Pol iota inh: blocks human DNA polymerase iota activity; Q9UNA4; Pol iota fluorescent replication assay, 10 min; Potency, µM (highest dose often 115 µM), inactives show top-dose activity, negative = inhibition, hits mostly inhibitors; 390,000 compounds, 1% hits; AID 588590; also: potency is read from the fitted curve at half-maximal effect
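Pol iota at 10 nM preincubated 15 min with compounds at room temperature; reaction started with fluorescent substrate, 50 nM final. Fluorescence read kinetically at 0 and 10 min; buffer-only wells as negative control.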
Pol beta inh: DNA polymerase beta (human) inhibition. P06746. Pol beta primer extension/strand displacement, fluorescence kinetic. Potency, µM (series often up to 114 µM), inactives show top-dose activity change, negative = inhibition, most hits filed as inhibitors. 340,000 compounds, 1.3% hits; also: potency is read from the fitted curve at half-maximal effect; % is scaled to controls: 0 for no effect and ±100 for the full control effect
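Values derive from four-parameter Hill fits of normalized kinetic data: reads at 0 and 10 min following addition of 50 nM substrate to 10 nM Pol beta preincubated 15 min with compound.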
ERG Ets-DNA blk: ERG Ets/DNA interaction inhibition; 370,000 compounds, 0.028% hits; P11308; Potency, µM (top dose mostly 76.9 µM), for inactives: top-dose FP activity, negative = inhibition, actives largely listed as inhibitors; fluorescence polarization, His-ERG Ets domain / labelled DNA; AID 624246; active = well fitted inhibition curve with a large enough effect in the polarisation, with a control signal flat; inconclusive = small, poorly fitted or top-dose-only effect, or effect the other way, or a change in a side signal; inactive = no such curve, though single readings can be large or run the other way; the % refers to the polarisation;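 also: polarization taken with two DNA probes labelled with fluorescein and Texas red; potency is read from the fitted curve at half-maximal effect; % of control where 0% means no effect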
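His-tagged ERG Ets domain (1 uM in the protein solution; 300mM KCl, 50mM Tris-HCl, 1mM EDTA, 1mM DTT, pH 7.5) received compound, then a probe mix of 5 nM fluorescein-DNA and 100nM Texas-615-DNA. Fluorescence polarization was read for both dyes.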
The depositor's hits bear a star; ? = inconclusive; nt = not tested or not shown; [ ] = dose if it differs, or a comment. Unless noted, calls follow the shape of the dose curve; as a rule, active = well fitted curve in the direction sought with a large enough effect; inconclusive = small, poorly fitted or top-dose-only effect, or another doubt; inactive = no such curve, though single readings can be large; an effect the other way counts as inactive or inconclusive. The list is partial. The share of hits here may be higher or lower than overall.

SMILES | Apoferritin bind | APE1 inh | 12-LOX inh | TRHR ag | BLM helicase inh | POLK inh | Pol iota inh | Pol beta inh | ERG Ets-DNA blk
NC(=O)CC(NC(=O)Cc1cccc2ccccc12)c1ccc(NCc2ccc(F)c(F)c2)c([N+](=O)[O-])c1 (configuration not stated) | -8% | -4% | ? | -0.6 | -8% | 14% | -18% | 7% | -4%
CCOCCCNC(=O)c1c[nH]c2ccc(S(=O)(=O)Nc3cccc(Cl)c3C)cc2c1=O | -2% | nt | ? | 1.3 | 1% | ? | ? | 28µM* | -1%
Cc1cc(C)c(NC(=O)CNC(=O)c2ccc(-n3cncn3)c([N+](=O)[O-])c2)c(C)c1 | nt | 41% | -5% | 0.1 | nt | 4% | 15% | nt | 5%
COc1ccc(Cl)cc1NC(=O)c1cnc2sc(N3CCOCC3)nn2c1=O | -7% | nt | -11% | 0.2 | 2% | 8% | 0% | 32%[activator] | 1%
Cc1nn(CC(=O)NCCc2ccccc2)c(C)c1[N+](=O)[O-] | 0% | 0% | 1% | -0.5 | -13% | -2% | -3% | 5% | -15%
CCC(CO)Oc1cc(NC(=O)c2ccc(N)cc2)c2ncn(C(C)C)c2c1 (configuration not stated) | nt | 16% | -18% | nt | nt | 3% | ? | nt | 0%
O=C(Nc1ccc(F)cc1)Nc1ccccc1NS(=O)(=O)c1cccs1 | -3% | 5% | -16% | -0.3 | -9% | -6% | 465%[activator] | 1%[57.1 µM] | 0%
COCCn1c(-c2ccc(OC(F)(F)C(F)C(F)(F)F)cc2)nc2c1c(=O)[nH]c(=O)n2CC(C)C (configuration not stated) | ? | -6% | 0% | 0.1 | -14% | -17% | -11% | -5% | -18%
NC(=O)CC[C@@H]1NC(=O)[C@H](CO)NC(=O)c2cc([N+](=O)[O-])cc(I)c2OCC[C@@H](C(N)=O)NC1=O | 1% | ? | -22% | -0.4 | 0% | -17% | 17% | -1% | 0%
Cc1ccc(S(=O)(=O)N(C)c2ccc(OC(=O)COc3ccccc3)cc2)cc1 | nt | 21% | 5% | nt | nt | -19% | 1% | nt | 7%
CC(=O)NC(=S)NNC(=O)COc1ccc([N+](=O)[O-])cc1 | -2% | 1% | -17% | 0.6 | -6% | -1% | 88%[activator] | -11% | 3%
O=C1CC(NNc2nc3ccccc3s2)C(=O)N1c1ccccc1 (configuration not stated) | -3% | 4% | 30%[activator] | -0.5 | -6% | 2% | -16% | -1% | 4%
O=C(/C=C\Nc1ccc2c(c1)OCO2)c1ccc2c(c1)OCO2 | -4% | ? | -23% | -0.3 | -3% | -11% | 105%[activator] | 9% | 4%
COc1ccc2c(c1)c(C(=O)N/N=C/c1cccs1)c(C)n2C | 2% | -2% | 0% | 0.0 | -4% | 1% | 11% | -27% | -3%
c1cn(-c2ncnc3sc4c(c23)CCCC4)cn1 | -13% | ? | 112%[activator] | 0.3 | -2% | -15% | 22% | 5% | 0%
O=C(O)c1ccc(-n2c(-c3ccc(Br)cc3)n[nH]c2=S)cc1 | -7% | 1% | nt | 0.5 | 1% | 2% | -6% | 2% | 5%
Cc1cccc(CSCc2ccc(C(=O)NCC3CCCO3)o2)c1 (configuration not stated) | -15% | -3% | 2% | 0.2 | -1% | 0% | 4% | -2% | -15%
COc1ccc(NC(=S)Nc2ccc(S(N)(=O)=O)cc2)c(C)c1 | 1% | 13% | ? | 0.5 | 1% | -8% | -3% | -12% | -8%
COc1cccc(C(=O)NC2=NC(c3ccc(N(C)C)cc3)CC(=O)N2)c1 (configuration not stated) | 1% | nt | 1% | -2.1 | -5% | -18% | 11% | 1% | 2%
COc1ccc(-n2c(Cn3c(=O)sc4ccccc43)nnc2SCC(=O)N2CCCCC2)cc1 | -9% | -3% | 304%[activator] | -0.6 | -7% | -9% | -15% | -1% | 15%
CCOC(=O)c1sc(NC(=O)c2cc3c(s2)CCC(C)C3)nc1C (configuration not stated) | -12% | 16% | 2% | -0.7 | -3% | 1% | -9% | ? | 10%
COc1nc(OC)nc(N2CCC(C(=O)NC3CC3)CC2)n1 | 1% | 3% | -13% | 1.0 | -5% | 5% | -4% | 15% | 7%
Cc1ccc(NC(=O)Nc2nnc(SCC(=O)N3CCC(C)CC3)s2)cc1 | ? | nt | -15% | -0.2 | 0% | -5%[60.1 µM] | -7% | 28% | 11%
O=C(c1cccc2nccnc12)N1CCCC(Nc2ccc(F)c(F)c2)C1 (configuration not stated) | -4% | 19% | -8% | -0.7 | -5% | 1% | 21% | 40% | -3%
COc1ccc(Cn2c(CCC(=O)Nc3ccc(CC#N)cc3)nc3cccnc32)cc1 | 45%[activator] | -3% | -17% | -0.3 | -9% | -7% | ? | 33%[activator] | 0%
COc1ccc(C(=O)NC(=S)Nc2ccc3[nH]c(=O)[nH]c3c2)c(OC)c1 | 0% | 44% | -18% | 1.9 | -1% | 17% | 15% | 20% | -14%
C=CCSc1nn2c(=O)c3ccccc3nc2s1 | -23% | ? | 2% | 0.0 | 0% | 2% | 11% | 24% | 21%
Cc1nc2cnc(OCc3ccccc3)nc2n(Cc2ccc(F)cc2)c1=O | nt | 13% | 0% | nt | 0% | -5%[60.1 µM] | nt | nt | nt
CCN(CC(=O)Nc1ccccc1C(F)(F)F)C(=O)c1ccc2[nH]c3c(c2c1)CC(C)CC3 (configuration not stated) | nt | -11% | 0% | 0.4 | nt | -23% | 1% | nt | -1%
COc1cccc(CC2(CO)CCCN(Cc3nc(-c4cccs4)oc3C)C2)c1 (configuration not stated) | -12% | 3% | 24% | 0.7 | -2% | -7% | 4% | 0% | 6%
CC1CCCCC1NC(=O)CN1CCC(NC(=O)c2ccc([N+](=O)[O-])cc2)CC1 (configuration not stated) | -5% | 4% | 4% | -0.3 | 1% | 6% | 112%[activator] | 20% | -4%
O=C(CN1CCCCC1)N/N=C/c1cccc(C(F)(F)F)c1 | nt | nt | 73%[activator] | nt | nt | -12% | 3%[58.9 µM] | nt | -6%
Cc1ccc(C)n1-c1cccc(C(=O)Nc2ccccc2)c1 | 0% | 11% | 58%[activator] | 0.0 | 4% | 11% | 14% | 2% | 7%
COc1ccc(Cl)cc1NC(=O)C1CC(c2c(F)cccc2Cl)=NO1 (configuration not stated) | 5% | 19% | 5% | 2.1 | -11% | 0% | 4% | 4% | 11%
Cc1ccc(C(=O)Nc2ccccc2OC(F)F)cc1 | -13% | -3% | 9% | -0.2 | -3% | -7% | 20% | 5% | -4%
Cc1cc(C)nc(SCc2csc(-c3ccccc3)n2)n1 | 3% | 3% | -21% | -0.6 | 0% | -16% | 17% | -13% | nt
COc1cc(OC)cc(C(=O)OCC(=O)NC(c2ccccc2)c2ccccc2)c1 | nt | 25% | 1% | 2.0 | nt | -6% | -5% | nt | -2%
CC(=O)Nc1ccc(NC(=S)NC(=O)/C=C/c2ccccc2)cc1 | 1% | 6% | -8% | -0.6 | -11% | 2% | ? | -1% | 7%
Cc1ccc(SC[C@H](Cc2ccccc2)N2CCN(C)CCC2=O)cc1 | 1% | -1% | -2% | 1.9 | -3% | 7% | 20% | -1% | 8%
N#Cc1c(NC(=O)CSc2nc3ccccc3c(=O)n2Cc2ccco2)sc2c1CCCC2 | -9% | -1% | -13% | 0.6 | -4% | -7% | 6% | 6% | -5%
O=C(COc1cccnc1[N+](=O)[O-])Nc1ccc(F)cc1 | nt | 1% | -24% | nt | nt | -6% | 15% | nt | -4%
CC(C)(C)C(=O)Nc1ccc(C(=O)Nc2cccc(Oc3ccc(C(=O)O)c(C(=O)O)c3)c2)cc1 | -10% | ? | -25% | -1.8 | -6% | -32% | -30% | -2% | 0%
COC(=O)c1cccc(NC(=O)CSc2nc(O)c(-c3ccccc3)c(=O)[nH]2)c1 | -8% | -9% | 0% | -0.5 | -10% | ? | ? | ? | -4%
CC(C)CC1C(=O)N(Cc2cn(CC3CCCCC3)nn2)CCS(=O)(=O)N1Cc1ccc(-c2cccc(C#N)c2)cc1 (configuration not stated) | nt | nt | 0% | nt | nt | -20% | -12% | nt | 3%

Among those listed so far, 3 contain a Cl atom.
SMILES | Apoferritin bind | APE1 inh | 12-LOX inh | TRHR ag | BLM helicase inh | POLK inh | Pol iota inh | Pol beta inh | ERG Ets-DNA blk
CCOCCCNC(=O)c1c[nH]c2ccc(S(=O)(=O)Nc3cccc(Cl)c3C)cc2c1=O | -2% | nt | ? | 1.3 | 1% | ? | ? | 28µM* | -1%
COc1ccc(Cl)cc1NC(=O)c1cnc2sc(N3CCOCC3)nn2c1=O | -7% | nt | -11% | 0.2 | 2% | 8% | 0% | 32%[activator] | 1%
COc1ccc(Cl)cc1NC(=O)C1CC(c2c(F)cccc2Cl)=NO1 (configuration not stated) | 5% | 19% | 5% | 2.1 | -11% | 0% | 4% | 4% | 11%

Compound profiles (already shown). Order of screens: Apoferritin bind	APE1 inh	12-LOX inh	TRHR ag	BLM helicase inh	POLK inh	Pol iota inh	Pol beta inh	ERG Ets-DNA blk
COc1cc(OC)cc(C(=O)OCC(=O)NC(c2ccccc2)c2ccccc2)c1 is entered as nt	25%	1%	2.0	nt	-6%	-5%	nt	-2%
N#Cc1c(NC(=O)CSc2nc3ccccc3c(=O)n2Cc2ccco2)sc2c1CCCC2 is entered as -9%	-1%	-13%	0.6	-4%	-7%	6%	6%	-5%
Cc1ccc(SC[C@H](Cc2ccccc2)N2CCN(C)CCC2=O)cc1 is entered as 1%	-1%	-2%	1.9	-3%	7%	20%	-1%	8%
CC1CCCCC1NC(=O)CN1CCC(NC(=O)c2ccc([N+](=O)[O-])cc2)CC1 (configuration not stated) is entered as -5%	4%	4%	-0.3	1%	6%	112%[activator]	20%	-4%
